Assay outcomes deposited in PubChem by several laboratories.
Rab7 wt modul: dog Rab7 wildtype GTP binding, inhibitors and activators. GST-Rab7 beads, fluorescent GTP binding, flow cytometry; actives lie on both sides; untreated = 100%, excess cold GTP = 0%. AID 758. 190,000 tested, 0.055% active. GTP binding activity (percent of control), % at 10 µM;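 active = fluorescent GTP binding to Rab7 beads changed by at least 20 points from the 100% baseline, either direction, mostly lower; inconclusive = compound itself probably fluorescent, or too few beads counted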;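 note: median green fluorescence of bound Bodipy-FL-GTP per Rab7 bead population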
ABCB1 block: inhibitors of human ABCB1 transporter, ABCG2 counter-screen; CCRF-Adr cells, JC-1 efflux, flow cytometry; AID 1326; P08183; 190,000 tested, 0.067% active; inhibition, % at 6.6 µM; in the data active = inhibition above about 40%;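 note: 0% = vehicle and 100% = reference inhibitor; higher value means more JC-1 retained so stronger ABCB1 efflux block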
Target sequence (P08183 whole entry, looked up): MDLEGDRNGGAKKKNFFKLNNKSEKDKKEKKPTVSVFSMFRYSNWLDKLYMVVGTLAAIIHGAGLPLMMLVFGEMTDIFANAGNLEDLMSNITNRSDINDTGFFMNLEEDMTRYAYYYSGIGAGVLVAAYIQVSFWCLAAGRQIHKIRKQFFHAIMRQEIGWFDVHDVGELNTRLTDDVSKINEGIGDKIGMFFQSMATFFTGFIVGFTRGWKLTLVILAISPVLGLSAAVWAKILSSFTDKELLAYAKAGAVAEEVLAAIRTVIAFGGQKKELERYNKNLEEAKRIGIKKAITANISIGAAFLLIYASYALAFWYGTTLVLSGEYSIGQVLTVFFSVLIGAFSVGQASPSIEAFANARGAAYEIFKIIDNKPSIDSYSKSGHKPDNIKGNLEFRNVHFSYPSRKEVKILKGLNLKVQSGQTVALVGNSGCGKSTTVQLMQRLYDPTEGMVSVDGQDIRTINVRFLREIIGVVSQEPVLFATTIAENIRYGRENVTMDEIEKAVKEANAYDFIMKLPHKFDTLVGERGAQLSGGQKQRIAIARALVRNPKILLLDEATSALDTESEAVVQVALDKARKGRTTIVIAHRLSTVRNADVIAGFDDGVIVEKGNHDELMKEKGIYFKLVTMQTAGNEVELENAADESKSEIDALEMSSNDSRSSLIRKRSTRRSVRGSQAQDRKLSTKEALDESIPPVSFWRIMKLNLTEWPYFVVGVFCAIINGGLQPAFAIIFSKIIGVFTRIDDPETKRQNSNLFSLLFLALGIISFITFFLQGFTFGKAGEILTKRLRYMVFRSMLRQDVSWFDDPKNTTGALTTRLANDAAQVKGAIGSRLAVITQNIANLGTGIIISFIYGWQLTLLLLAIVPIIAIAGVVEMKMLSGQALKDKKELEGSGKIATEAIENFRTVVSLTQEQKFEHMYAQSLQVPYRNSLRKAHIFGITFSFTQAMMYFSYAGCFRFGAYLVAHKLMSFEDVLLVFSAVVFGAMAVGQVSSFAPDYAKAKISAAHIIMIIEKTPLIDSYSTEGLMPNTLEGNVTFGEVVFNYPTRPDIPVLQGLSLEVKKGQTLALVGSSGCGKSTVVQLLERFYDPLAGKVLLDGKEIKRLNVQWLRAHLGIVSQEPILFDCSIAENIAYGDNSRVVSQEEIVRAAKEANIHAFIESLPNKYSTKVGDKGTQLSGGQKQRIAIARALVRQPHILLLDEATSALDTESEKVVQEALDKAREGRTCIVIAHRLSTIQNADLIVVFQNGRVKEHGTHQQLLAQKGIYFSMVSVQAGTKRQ
Rab2 wt GTP: changes GTP binding to wildtype dog Rab2A, up or down; P61105; GST-Rab2 wt beads, Bodipy-GTP binding, flow cytometry; GTP binding activity, % at 10 µM; 190,000 tested, 0.19% active;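 active = GTP binding activity at least 20 points away from 100%, either lowered or raised; inconclusive = signal likely due to the compound's own green fluorescence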;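 note: 0% = beads with excess unlabeled GTP and 100% = no-compound control corrected for plate trend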
Rac1 wt modul: human Rac1 wildtype GTP binding, inhibitors and activators. P63000. 190,000 tested, 0.27% active. GST-Rac1 beads, fluorescent GTP binding, flow cytometry; actives lie on both sides; 0 = cold GTP competed, 100 = untreated. AID 757. GTP binding activity (% of control), % at 10 µM;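 active = GTP binding activity at least 20 points away from the 100% control level, either lower or higher; inconclusive = compound flagged as likely green fluorescent, judged across all proteins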
Avidin bead fluor: compound fluoresces at 488/530 nm on avidin beads | compound fluorescence 488/530 nm, flow cytometry; stronger effect = higher value | fluorescence (KMESF) at 10 µM | 220,000 tested, 0.38% active | AID 1775; in the data active = fluorescence above about 47; note: inactives centre near 10
ABCG2 block: blocks JC-1 efflux by human ABCG2 transporter | AID 1325 | Q9UNQ0 | 190,000 tested, 0.1% active | IgMXP3 cells, flow cytometry | inhibition, % at 6.6 µM;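 active = inhibition above 80%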;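 note: 0% = DMSO and 100% = nicardipine control wells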
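Incubation: cells with compound and JC-1, 10 min at 25 °C, rotating, no wash / Test system: IgMXP3 (ABCG2) plus far-red-tagged CCRF-Adr (ABCB1) cells / Compound dosing: one concentration, 6.6 µM final / Also added: JC-1 fluorescent substrate / Evaluation: efflux inhibition in percent versus controls / Detection: flow cytometry, 530 nm JC-1 signal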
GSH fluor: GSH bead compound fluorescence profile; 190,000 tested, 0.25% active; GSH beads flow cytometry, compound fluorescence 488/530 nm; stronger effect = higher value; fluorescence (KMESF) at 10 µM; AID 1776; in the data active = fluorescence above about 89;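 note: glutathione beads carrying GST-tagged Bcl family fusion proteins plus one bare bead set; values are compound well signal with DMSO vehicle wells as background; inactives centre near 16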
Pf gametocyte: inhibitors of late stage P. falciparum gametocyte viability. 150,000 tested, 0.065% active. P. falciparum stage V gametocytes, ATP luminescence, 24 h. inhibition, % at 10.9 µM;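 active = inhibition above the mean plus 3 SD of compounds within the control limits, set per campaign, cut at about 38% in these data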;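 note: 0% = DMSO wells and 100% = medium only without gametocytes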
HRas wt GTP bind: human HRas wildtype GTP binding, change in either direction; P01112; GST-Ras wt beads, Bodipy-FL-GTP binding, flow cytometry; actives lie on both sides; GTP binding activity, % at 10 µM; 190,000 tested, 0.14% active; AID 759;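 active = GTP binding activity at least 20% away from the 100% baseline, either lowered as inhibitor or raised as activator; inconclusive = flagged as likely green fluorescent, judged across all proteins in the well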;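 note: 0% = unlabeled GTP competition control and 100% = no-compound control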
Cdc42 wt: human Cdc42 wildtype GTP binding change, either direction; percent activity (GTP binding), % at 10 µM; 190,000 tested, 0.2% active; GST-Cdc42 beads, Bodipy-GTP binding, flow cytometry; actives lie on both sides;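 active = percent activity GTP binding at least 20 points away from the 100% baseline, either down as inhibitor or up as activator; inconclusive = compound flagged as likely green fluorescent from well-wide comparison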;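 note: median bead fluorescence of bound Bodipy-FL-GTP at 100 nM; 0% = excess unlabeled GTP control and 100% = no compound control; below 100% means less GTP binding so inhibitor and above means activator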
Rac1 act GTP bind: alters GTP binding to activated mutant human Rac1 | P63000 | GST-Rac1 activated beads, fluorescent GTP binding, flow cytometry; actives lie on both sides; 100% means binding = to untreated wells | percent activity (GTP binding), % at 10 µM | 190,000 tested, 0.11% active;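 active = GTP binding at least 20 percentage points away from the 100% baseline, in either direction, so actives lie on both sides; inconclusive = Compound likely fluorescent itself, or too few beads counted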
Active calls of the source: *; ? = inconclusive; . = no result given.

SMILES | Rab7 wt modul | ABCB1 block | Rab2 wt GTP | Rac1 wt modul | Avidin bead fluor | ABCG2 block | GSH fluor | Pf gametocyte | HRas wt GTP bind | Cdc42 wt | Rac1 act GTP bind
CCC(C)NS(=O)(=O)c1ccc(OCC(=O)NCc2ccccn2)cc1 (stereo not given) | ? | 0.4 | ? | ? | 16 | 2 | 14 | -9 | ? | ? | ?
O=C(COc1ccc2ccccc2c1)NNC(=O)Cc1ccccc1 | 98 | 0.8 | 99 | 103 | 24 | 21 | 11 | . | 101 | 103 | 99
CC(=O)Nc1ccc(-c2csc(NC(=O)Nc3ccccc3)n2)cc1 | 96 | -1.5 | 95 | 99 | 10 | -10 | 15 | -28 | 96 | 96 | 98
Cc1cccc(NC2(C(F)(F)F)N=C3SCCN3C2=O)n1 (stereo not given) | 96 | -0.2 | 95 | 96 | 4 | 0 | 39 | . | 96 | 98 | 96
Cc1ccc(NC(=O)/C(CN(C)C)=N\O)cc1 | 98 | -0.5 | 101 | 92 | 16 | -2 | 10 | . | 98 | 100 | 97
CCCN(CC(=O)Nc1ccccc1C)C(=O)c1cc(=O)[nH]c2ccccc12 | 105 | 0.6 | 102 | 98 | 14 | 4 | 15 | 5 | 102 | 103 | 95
COc1cc2c(cc1OC)CN(C(=O)CCN1C(=O)C3CCCCC3C1=O)CC2 (stereo not given) | 94 | 0.9 | 97 | 102 | 10 | 7 | 17 | . | 97 | 98 | 97
COc1ccc(C[C@H]2CN3C(=NC[C@@H]3Cc3ccccc3)N2CCNC(=O)c2ccc(C)c(Br)c2)cc1 | 94 | 1.0 | 96 | 100 | 5 | 4 | 21 | . | 97 | 97 | 96
O=C1C(C23CC4CC(CC(C4)C2)C3)C(=O)N(c2ccccc2)N1c1ccccc1 | 94 | -0.4 | 95 | 95 | 32 | -2 | 9 | 5 | 95 | 92 | 90
COC(=O)C1C(C(C)C)N(c2ccccc2)OC1(C)O (stereo not given) | 96 | 0.1 | 98 | 101 | 11 | 1 | 9 | -2 | 100 | 100 | 97
CCS(=O)(=O)N1CCC(C(=O)Nc2cccc(C(C)=O)c2)CC1 | 103 | 1.0 | 102 | 102 | 8 | 5 | 24 | . | 103 | 103 | 99
C/[N+]([O-])=C\C1C(=O)CCCC1=O | 102 | 0.0 | 99 | 100 | 6 | 0 | 15 | . | 100 | 97 | 99
CC1=C(C)CC(C(=O)NNC(=O)c2ccccc2O)C(C(=O)O)C1 (stereo not given) | 100 | 0.0 | 98 | 108 | 8 | 0 | 5 | . | 101 | 101 | 102
Fc1ccc(N/N=C/c2ccc(N3CCOCC3)cc2)c(F)c1 | 100 | 0.8 | 97 | 101 | 11 | 6 | 18 | -21 | 98 | 99 | 95
COc1ccc(CSc2nnc(C)n2N)cc1 | 93 | 0.1 | 98 | 99 | 7 | 0 | 4 | 12 | 99 | 101 | 98
CC(C)c1ccc(N2C(=O)CC(Sc3nc4ccccc4o3)C2=O)cc1 (stereo not given) | 94 | 0.1 | 96 | 96 | 8 | 0 | 9 | 16 | 98 | 96 | 96
COc1cccc(CC(=O)Nc2nccs2)c1 | 98 | 0.3 | 95 | 110 | 5 | 1 | 15 | . | 101 | 100 | 100
Cc1ccc(OCC(=O)Nc2sc3c(c2C#N)CCC3)cc1 | 94 | 0.4 | 92 | 94 | 7 | 2 | 47 | 3 | 92 | 94 | 92
COc1ccc(Cl)cc1N(C(C)C(=O)NC1CCCC1)S(C)(=O)=O (stereo not given) | 97 | 1.5 | 95 | 100 | 11 | 10 | 12 | . | 96 | 98 | 98
CC(=O)Nc1ccc(NC(=O)CN(c2ccc(C(C)C)cc2)S(=O)(=O)c2ccccc2)cc1 | 92 | -0.7 | 92 | 94 | 3 | -1 | 8 | -2 | 95 | 91 | 92
COc1cccc(/C=N/NC(=O)c2ccc(-c3ccccc3)cc2)c1O | 98 | -0.5 | 99 | 103 | 9 | 7 | 25 | -38 | 100 | 104 | 99
Cc1cc(C(=O)NCc2ccco2)no1 | 101 | 0.0 | 97 | 98 | 8 | 1 | 20 | . | 99 | 98 | 96
O=C(Nc1nccs1)c1ccccc1[N+](=O)[O-] | 99 | 0.2 | 103 | 105 | 11 | 4 | 9 | 3 | 104 | 102 | 102
CCOc1ccc(OCC)c(NC(=O)C2CCCN(S(=O)(=O)c3cnc[nH]3)C2)c1 (stereo not given) | 98 | 0.0 | 97 | 95 | 4 | 0 | 17 | . | 97 | 95 | 95
COCCn1nnnc1C(c1ccccn1)N1CCN(c2cc(C)ccc2C)CC1 (stereo not given) | 91 | 1.1 | 97 | 96 | 10 | 6 | 24 | -6 | 97 | 97 | 95
COC(=O)Cn1cc(/C=N/NC(=O)COc2cccc3cccnc23)c2ccccc21 | 94 | -0.6 | 98 | 101 | 12 | 1 | 12 | -1 | 98 | 99 | 100
Cc1cc(NC(=O)Cc2cccs2)no1 | 97 | -0.4 | 98 | 99 | 7 | -3 | 45 | 1 | 100 | 102 | 100
O=C(C1CCN(S(=O)(=O)c2ccccc2)CC1)N(CCc1ccccc1)Cc1ccco1 | 94 | 1.5 | 95 | 97 | 2 | 6 | 67 | . | 96 | 95 | 97
O=C1CCC(=O)N1CCOP1(=O)COc2ccccc2OC1 | 100 | -0.3 | 107 | 103 | 7 | -1 | 21 | . | 104 | 106 | 101
O=C(Nc1cccc([N+](=O)[O-])c1)c1ccn[nH]1 | 104 | 0.2 | 107 | 104 | 6 | 2 | 13 | -13 | 103 | 103 | 101
Nc1cccc(CCc2nc3cc4ccccc4cc3[nH]2)c1 | 99 | . | 101 | 102 | 6 | 3 | 8 | . | 100 | 100 | 100
CC1=C(C(=O)OCC(Br)(Br)Br)C(c2ccc(Br)cc2)NC(=O)N1CCCC(=O)O (stereo not given) | 102 | -0.8 | 97 | 100 | 25 | -2 | 18 | . | 100 | 97 | 94
CC(=O)Cc1nsc(Nc2ccc(F)cc2)n1 | 102 | 0.3 | 101 | 102 | 11 | 2 | 14 | 25 | 99 | 100 | 97
CCNC(=O)NC(=O)CSc1cccc(C(F)(F)F)c1 | 101 | 1.2 | 99 | 103 | 12 | 5 | 44 | . | 101 | 100 | 97
CC(=O)Nc1cc2c(nc1C)nc(C)n2Cc1ccc(Br)cc1 | 104 | 0.4 | 102 | 106 | 42 | 1 | 51 | 9 | 104 | 104 | 100
CC(C)(C)c1nnc(NC(=O)C2CCN(c3ncccn3)CC2)s1 | 101 | 2.9 | 102 | 104 | 16 | 17 | 35 | . | 100 | 103 | 99
CC(C)Cn1c(SCC(=O)NC(=O)Nc2ccc3c(c2)OCCO3)nc2ccccc2c1=O | 97 | 3.5 | 96 | 98 | 10 | 28 | 25 | . | 97 | 98 | 97
CSc1ccc(C2c3[nH]c4ccccc4c3CCN2C(=O)c2cc(C)n(C)n2)cc1 (stereo not given) | 105 | 1.8 | 100 | 103 | 11 | 11 | 25 | . | 101 | 98 | 96
CCc1sc(NC(=O)COC)nc1-c1ccccc1 | 99 | 0.2 | 102 | 102 | 11 | 6 | 24 | -10 | 101 | 101 | 98
C=CCn1c(SCC(=O)NC23CC4CC(CC(C4)C2)C3)nc2cc(C(=O)O)ccc2c1=O | 103 | 0.0 | 97 | 95 | 26 | 0 | 15 | -9 | 100 | 94 | 95
C=CCN(C(=O)CNC(=O)c1ccco1)C(C(=O)NC1CCCCC1)c1ccccc1 (stereo not given) | 95 | 0.2 | 102 | 102 | 4 | 1 | 20 | . | 102 | 104 | 100
COc1ccc(NC(=S)N2CCN(CCN=CC3=C(O)CC(c4ccccc4)CC3=O)CC2)cc1 (stereo not given) | 97 | 0.4 | 98 | 105 | 14 | 9 | 8 | . | 98 | 97 | 102
Cc1cc(C)n(CCCC(=O)O)n1 | 100 | 0.4 | 96 | 98 | 11 | 2 | 13 | . | 97 | 97 | 95
COC(=O)c1ccc(C(=O)OC)c(NC(=O)CN2CCN(c3ccccc3OC)CC2)c1 | 95 | 0.3 | 101 | 102 | 6 | 1 | 45 | . | 100 | 102 | 98
NS(=O)(=O)c1ccc(NC(=O)COC(=O)c2c3c(nc4ccccc24)/C(=C\c2ccc4c(c2)OCO4)CCC3)cc1 | 103 | -1.2 | 98 | 105 | 1 | -7 | 6 | 7 | 102 | 103 | 102
Cc1cc(C(=O)Nc2ccc3c(c2)CCC3)c2ccccc2n1 | 90 | 0.7 | 90 | 88 | 24 | 5 | 32 | . | 91 | 94 | 95
Cc1ccc(C(=O)NCCc2ccc(S(=O)(=O)N3CCCC3)cc2)cc1 | 104 | 0.4 | 97 | 99 | 9 | 7 | 11 | 10 | 96 | 97 | 93
C=CCOn1c(=O)c(-c2cccs2)[n+]([O-])c2ccccc21 | 95 | 0.4 | 96 | 100 | 8 | 1 | 5 | -4 | 97 | 98 | 97
O=C(O)c1ccc(-c2nc(-c3ccc(Cl)cc3)cs2)cc1 | 101 | 0.7 | 95 | 96 | 25 | 7 | 10 | 8 | 96 | 90 | 94
CCn1c(C2CCN(S(=O)(=O)c3ccc(OC)cc3)CC2)n[nH]c1=S | 99 | 0.2 | 100 | 97 | 12 | 3 | 13 | -5 | 97 | 98 | 96
C=CCN=C1SCC(=O)N1S(=O)(=O)c1ccc(C)cc1 | 99 | 0.6 | 96 | 97 | 9 | 2 | 34 | . | 98 | 97 | 94
C/C(=C\c1ccccc1)CN1CCC(C(=O)N2CCCCC2)CC1 | 102 | 1.0 | 101 | 106 | 7 | 2 | 10 | 2 | 102 | 106 | 104
Cc1cc(C)c2c(N)c(C(=O)c3ccc(Cl)c(Cl)c3)sc2n1 | 103 | 1.8 | 105 | 103 | 10 | 23 | 12 | . | 102 | 101 | 98
Cc1nc(N)c(Cc2ccc(Cl)cc2Cl)c(N)n1 | 99 | 0.4 | 98 | 104 | 10 | 3 | 15 | 1 | 100 | 106 | 103

Part of the list above, reduced to ABCB1 block.
compound,ABCB1 block
C/[N+]([O-])=C\C1C(=O)CCCC1=O,0.0
CC1=C(C)CC(C(=O)NNC(=O)c2ccccc2O)C(C(=O)O)C1 (stereo not given),0.0
